Screening results: PubChem, National Center for Advancing Translational Sciences (NCATS)
BRCA1 expr act – increases BRCA1 expression | AID 624202 | MCF7-BRCA1-FFLuc reporter, luminescence, 48 h; response scale: scaled: vehicle 0%, 10 µM genistein 100% | Potency, µM (titrated, usually from 46.1 µM), for inactives: top-dose activation, actives largely listed as activators | 380,000 compounds, 1.1% hits; note: potency is the fitted concentration of half-maximal effect; nearly all actives have a fitted effect of over 80% in size; some results filed as inactive show a strong effect at the top dose
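Using MCF7 cells harboring a BRCA1 firefly luciferase reporter, plated 2 h before compound pinning, the screen measured luminescence after 48 h incubation. Responses were normalized to DMSO and 10 microM genistein, then fitted for concentration-effect.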
Tb PFK block – T. brucei PFK enzyme inhibition; O15648; T. brucei PFK, ADP-Glo luminescence; AID 485367; Potency, µM (doses to about 57.5 µM), for the others: top-dose activity, negative = inhibition, actives largely listed as inhibitors; 330,000 compounds, 0.17% hits;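 note: potency is the fitted concentration of half-maximal effect; 0% = uninhibited 1x PFK enzyme wells and -100% = no-enzyme wells; nearly all actives have a fitted effect of over 60% in size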
Target sequence (O15648 whole entry, looked up): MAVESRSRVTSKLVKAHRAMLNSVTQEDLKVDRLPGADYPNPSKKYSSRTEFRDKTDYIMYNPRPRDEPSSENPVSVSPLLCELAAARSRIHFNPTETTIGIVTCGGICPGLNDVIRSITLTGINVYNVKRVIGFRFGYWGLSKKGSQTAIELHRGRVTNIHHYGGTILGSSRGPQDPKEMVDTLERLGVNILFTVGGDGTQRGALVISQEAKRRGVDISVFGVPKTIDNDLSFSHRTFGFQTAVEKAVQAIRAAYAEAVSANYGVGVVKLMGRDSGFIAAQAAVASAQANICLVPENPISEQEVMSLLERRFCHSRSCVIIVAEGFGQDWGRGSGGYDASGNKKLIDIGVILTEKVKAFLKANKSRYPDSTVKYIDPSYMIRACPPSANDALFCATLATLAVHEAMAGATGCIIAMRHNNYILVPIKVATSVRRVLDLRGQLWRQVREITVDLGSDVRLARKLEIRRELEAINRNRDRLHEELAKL
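1.25 nM PFK with 0.5 mM F6P and 0.1 mM ATP in 0.1 M TEA pH 8.0, 5 mM MgCl2, incubated 45 min at room temperature; ADP measured by ADP-Glo luminescence; compounds titrated up to 57 uM.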
NPC1 promoter act – activates the NPC1 promoter. 320,000 compounds, 2.4% hits. Huh7 NPC1 promoter luciferase reporter, 24 h. AID 485313. Potency, µM (series often up to 9.22 µM), inactives show at the top dose activation, hits mostly activators;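 note: potency is the fitted concentration of half-maximal effect; % of control where 0% means no effect; nearly all actives have a fitted effect of over 60% in size; reporter is driven by a mutant NPC1 promoter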
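Luminescence read-out of NPC1 promoter-driven luciferase in stably transfected Huh7 cells; compounds delivered in DMSO and left 24 h at 37C, 5% CO2, qHTS titration format.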
Rab9 prom act – activates the Rab9 promoter. 320,000 compounds, 2.8% hits. AID 485297. Potency, µM (top dose mostly 9.22 µM), for the others: at the top dose activation, negative = inhibition, actives largely listed as activators. Huh7 Rab9 promoter-luciferase reporter, luminescence, 24 h; note: potency is the fitted concentration of half-maximal effect; % of control where 0% means no effect; nearly all actives have a fitted effect of over 60% in size
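Stable Rab9-luc Huh7, 1500 cells/well, 2 h settle; cmpd in DMSO, 24 h, 37 °C/5% CO2; luciferase reagent 10 min RT; luminescence.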
RORg inh – blocks mouse ROR gamma transcriptional activity; P51450; Drosophila S2 Gal4-RORgamma UAS-luciferase reporter, 20 h; Potency, µM (doses to about 53.6 µM), inactives show at the highest dose activity change, negative = inhibition, actives largely listed as inhibitors; 310,000 compounds, 5.4% hits; note: potency is the fitted concentration of half-maximal effect; % is set by controls: 0 for no effect and ±100 for the full control effect; nearly all actives have a fitted effect of over 60% in size
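ROR gamma transcriptional activity was tracked as Gal4-UAS luciferase output in stably transfected Drosophila Schneider cells, with compound added 1 hr before 700 uM copper sulfate induction and a 20 hr ambient-temperature incubation.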
ELG1 repair inh – inhibitors of ELG1-dependent DNA repair in HEK293T cells. Potency, µM (highest dose often 46.1 µM), inactives show top-dose activity change, negative = inhibition, usual class: inhibitors. 330,000 compounds, 2.3% hits. HEK293T ELG1-luciferase reporter, luminescence, 16 h; DNA damage induced by 5-fluorouridine; note: potency is the fitted concentration of half-maximal effect; % is set by controls: 0 for no effect and ±100 for the full control effect; nearly all actives have a fitted effect of over 55% in size
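Luminescence from the luciferase reporter, measured 30 min after ONE-Glo reagent at room temperature, was the read-out. Beforehand, 2,000 cells per well were exposed for 16 hr at 37 °C to 5-fluorouridine together with compound or vehicle.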
FLuc counter – inhibits or activates purified firefly luciferase, miR-21 counter-screen | Potency, µM (titrated, usually from 57.5 µM), for the others: at the highest dose activity change, negative = inhibition, usual class: inhibitors | purified FLuc, Km substrates, luminescence inhibition | 360,000 compounds, 6.9% hits;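 note: potency is the fitted concentration of half-maximal effect; plate controls were vehicle for no effect and reference inhibitor for full effect; nearly all actives have a fitted effect of over 55% in size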
Target sequence (P08659 whole entry, looked up): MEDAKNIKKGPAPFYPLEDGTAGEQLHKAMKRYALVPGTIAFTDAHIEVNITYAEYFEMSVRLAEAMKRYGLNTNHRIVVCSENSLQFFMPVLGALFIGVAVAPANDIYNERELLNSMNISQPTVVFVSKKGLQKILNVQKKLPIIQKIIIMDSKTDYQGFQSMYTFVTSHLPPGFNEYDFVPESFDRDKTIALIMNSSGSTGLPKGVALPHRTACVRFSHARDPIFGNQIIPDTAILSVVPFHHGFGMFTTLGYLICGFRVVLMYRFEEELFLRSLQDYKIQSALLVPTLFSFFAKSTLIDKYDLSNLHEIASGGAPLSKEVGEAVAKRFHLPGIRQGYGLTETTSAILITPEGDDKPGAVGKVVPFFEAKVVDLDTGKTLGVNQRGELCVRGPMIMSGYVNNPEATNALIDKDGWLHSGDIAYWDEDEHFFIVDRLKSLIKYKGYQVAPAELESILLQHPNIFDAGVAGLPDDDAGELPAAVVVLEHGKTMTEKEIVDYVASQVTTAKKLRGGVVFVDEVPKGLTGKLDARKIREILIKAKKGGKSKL
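Purified P. pyralis luciferase (10nM final) with 10uM D-luciferin and 10uM ATP (Km levels) in 50mM Tris acetate pH 7.5, 10mM Mg acetate, 0.01% Tween-20, 0.05% BSA; qHTS 6-point titration, ~60 µM downward; luminescence read.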
ELG1 genotoxic – genotoxicity induction in ELG1-luciferase HEK293T cells; HEK293T ELG1-luciferase reporter, luminescence, 16 h; Potency, µM (titrated, usually from 46 µM), for inactives: at the top dose activity change, positive = activation, usual class: activators; 330,000 compounds, 1.3% hits; AID 504466; note: potency is the fitted concentration of half-maximal effect; % of control where 0% means no effect; nearly all actives have a fitted effect of over 60% in size
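Step 1: seed 2,000 HEK293T ELG1-luciferase cells per well. Step 2: add compound or DMSO, incubate 16 hr at 37 °C. Step 3: ONE-Glo, 30 min at room temperature, read luminescence.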
p53 reactivation – restores transcriptional activity of mutant p53; H1299 p53-A138V BP100-luciferase reporter, luminescence, 24 h; AID 504706; Potency, µM (series often up to 92.2 µM), for the others: at the top dose activity change, positive = activation, actives largely listed as activators; 320,000 compounds, 0.063% hits; note: potency is the fitted concentration of half-maximal effect; % of control where 0% means no effect; nearly all actives have a fitted effect of over 45% in size
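H1299 (p53-null), stable ts p53-A138V + BP100-Luc; 1000 cells/well, Opti-MEM/10% FBS; cpd 4 pt, 1:5; 24 h, 37 deg C, 5% CO2; detection reagent 10 min RT; luminescence.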
Gal4-VP16 FLuc – counter-screen for ROR gamma inhibitors: Gal4-VP16 reporter; Drosophila S2 Gal4-VP16 UAS-luciferase, luminescence, 20 h; Potency, µM (doses to about 53.6 µM), for the others: at the highest dose activity, negative = inhibition, usual class: inhibitors; 310,000 compounds, 3.5% hits; AID 2546;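 note: Gal4-VP16 expression switched on by copper sulfate through the metallothionein promoter; potency is the fitted concentration of half-maximal effect; % is set by controls: 0 for no effect and ±100 for the full control effect; nearly all actives have a fitted effect of over 50% in size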
TRPV1 ag – agonists of human vanilloid receptor 1 (TRPV1) | Q8NER1 | activation, % at 8.33 µM | TRPV1-expressing cells, Fluo-8 calcium influx, agonist mode | 320,000 compounds, 0.19% hits; in the data active = activation above about 80%; inconclusive = between about 30% and that limit; note: 0% is about no effect
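TRPV1-expressing cells were cultured overnight at 35.5C and loaded with Fluo-8 calcium dye for 40 to 90 min at room temperature. After a 10 s baseline, compound was added and calcium influx was read kinetically for 3 min (ex 480/em 520 nm).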
* = called active by the depositor; ? = inconclusive; · = no result given; [ ] = remark or other dose. Unless noted, calls come from the whole dose curve; as a rule, active = well fitted curve in the direction sought with a large enough effect; inconclusive = small, poorly fitted or top-dose-only effect, or another doubt; inactive = no such curve, though single readings can be large; an effect the other way counts as inactive or inconclusive.

SMILES	BRCA1 expr act	Tb PFK block	NPC1 promoter act	Rab9 prom act	RORg inh	ELG1 repair inh	FLuc counter	ELG1 genotoxic	p53 reactivation	Gal4-VP16 FLuc	TRPV1 ag
CCC(=O)N1CCN(c2ccccc2NC(=O)Cc2ccc(Cl)cc2)CC1	-8%	-13%	-1%	-5%	-2%	-2%	0%	1%	3%	-4%	2
CC1CCCN(CCC(=O)Nc2ccc(F)c(F)c2)C1 (configuration not stated)	19%	-12%	-6%	9%	-25%	1%	0%	0%	4%	5%	3
COc1ccc(C)cc1NC(=O)C1CCCN1C(=O)OCc1ccccc1 (configuration not stated)	-28%	-2%	0%	-5%	-14%[0.365 µM]	-4%	-3%	-2%	-17%	·	17
O=C(O)c1ccc2nc3c(nc2c1)-c1ccccc1C3=O	15%	0%	14%	?	-5%	?	15µM*	3%	-2%	?	-2
CC(C)(C)c1ccc(C(CC(=O)O)NC(=O)Cc2ccccc2)cc1 (configuration not stated)	1%	2%	0%	0%	16%	17%	1%	1%	-1%	3%	0
COc1cccc(OC)c1C(=O)OCC(=O)Nc1ccc(OC(F)(F)F)cc1	-67%	-2%	26%	-2%	-22%	21µM*	-3%	-5%	-4%	-4%	7
CCOC(=O)C(C)N1N=C(/C=C/c2ccc(OC)cc2)CCC1=O (configuration not stated)	-5%	2%	-1%	-3%	7%	-8%	-6%	-2%	0%	-7%	0
Cc1ccc(C)c(S(=O)(=O)NCC(=O)N2CCCC2)c1	-15%	1%	3%	-4%	-2%	-5%	2%	0%	29%	2%	4
COC(=O)C1(C)NC(c2cccs2)C2C(=O)N(c3ccc(F)cc3)C(=O)C21 (configuration not stated)	0%	2%	-2%	-8%	-21%[10 µM]	10%	0%	3%	-1%	2%	-2
COC(=O)c1sc(-c2ccccc2)cc1NC(=O)c1ccc(OC)cc1	-62%	1%	-2%	-3%	-19%	?	1%	5%	3%	-5%	-2
O=C(Nc1ccc(F)cc1)Nc1cnccn1	20%	3%	8%	11%	3%	10%	0%	1%	0%	4%	1
Brc1ccc(CN2CCSCC2)cc1	6%	-2%	0%	-1%	10%	5%	-9%	-6%	2%	10%	-3
O=C(NC1CCN(S(=O)(=O)c2ccc(Cl)c(F)c2)CC1)c1cccnc1	-10%	0%	-1%	2%	-1%	-3%	4%	-1%	-5%	0%	2
CCCCSc1nc2c(cnn2-c2ccc(F)cc2)c(=O)[nH]1	3%	-4%	1%	1%	31%	15%	-2%	0%	-4%	-4%	-2
FC(F)Oc1ccc(NC(=S)NC2CCCCCCC2)cc1	0%	-3%	23%	28%	3.5µM*	19%	19µM*	-12%	?	10µM*	?
COc1ccc(OC)c2[nH]c(=O)c(CCNC(=S)NC(C)(C)C)cc12	-3%	-2%	-2%	-10%	4.5µM*	-26%	0%	-1%	-5%	11µM*	0
COc1ccc(CCN(C)CCCN2CC(c3ccccc3)CC2=O)cc1OC (configuration not stated)	20%	-4%	-3%	-2%	-2%	12%	-1%	-1%	3%	5%	-6
CC(C)(C)NC(=O)NC(=O)CN1C(=O)NC(C)(c2ccccc2)C1=O (configuration not stated)	-4%	2%	1%	4%	15%	7%	-2%	-4%	1%	-1%	0
Cc1cc(C(=O)NNC(=O)Nc2ccccc2)no1	-12%	1%	-2%	-5%	-9%	15%	1%	-3%	-1%	3%	0
COc1ccc(NS(=O)(=O)c2cn(C)cn2)c(OC)c1	-1%	5%	1%	0%	5%	8%	0%	2%	2%	-2%	2

Another view of some results above.
Cc1cc(C(=O)NNC(=O)Nc2ccccc2)no1
  BRCA1 expr act: -12% | Tb PFK block: 1% | NPC1 promoter act: -2% | Rab9 prom act: -5% | RORg inh: -9% | ELG1 repair inh: 15% | FLuc counter: 1% | ELG1 genotoxic: -3% | p53 reactivation: -1% | Gal4-VP16 FLuc: 3% | TRPV1 ag: 0

COc1ccc(OC)c2[nH]c(=O)c(CCNC(=S)NC(C)(C)C)cc12
  BRCA1 expr act: -3% | Tb PFK block: -2% | NPC1 promoter act: -2% | Rab9 prom act: -10% | RORg inh: 4.5µM* | ELG1 repair inh: -26% | FLuc counter: 0% | ELG1 genotoxic: -1% | p53 reactivation: -5% | Gal4-VP16 FLuc: 11µM* | TRPV1 ag: 0

COc1cccc(OC)c1C(=O)OCC(=O)Nc1ccc(OC(F)(F)F)cc1
  BRCA1 expr act: -67% | Tb PFK block: -2% | NPC1 promoter act: 26% | Rab9 prom act: -2% | RORg inh: -22% | ELG1 repair inh: 21µM* | FLuc counter: -3% | ELG1 genotoxic: -5% | p53 reactivation: -4% | Gal4-VP16 FLuc: -4% | TRPV1 ag: 7

FC(F)Oc1ccc(NC(=S)NC2CCCCCCC2)cc1
  BRCA1 expr act: 0% | Tb PFK block: -3% | NPC1 promoter act: 23% | Rab9 prom act: 28% | RORg inh: 3.5µM* | ELG1 repair inh: 19% | FLuc counter: 19µM* | ELG1 genotoxic: -12% | p53 reactivation: ? | Gal4-VP16 FLuc: 10µM* | TRPV1 ag: ?

New compounds follow
SMILES	BRCA1 expr act	Tb PFK block	NPC1 promoter act	Rab9 prom act	RORg inh	ELG1 repair inh	FLuc counter	ELG1 genotoxic	p53 reactivation	Gal4-VP16 FLuc	TRPV1 ag
CCN1C(=O)c2ccccc2S(=O)(=O)c2ccc(C(=O)NCCOC)cc21	-13%	0%	0%	0%	1%	?	2%	0%	-4%	4%	3
O=C(CN1C(=O)CCC1=O)Nc1cccc2c1C(=O)NC2=O	-13%	-4%	0%	5%	-11%	-2%	-1%	-3%	7%	17%	2
O=C(CN1CCN(Cc2ccccc2)CC1)Nc1ccc(N2CCOCC2)cc1	-15%	1%	1%	12%	13%	10%	-1%	2%	1%	-3%	2
Cc1cc(O)c(-c2cc(C(=O)NCc3ccc4c(c3)OCO4)[nH]n2)cc1C	13%	0%	0%	1%	21%	-30%	0%	1%	-1%	4%	-5
Cc1ccc(OC(C)C(=O)Nc2ccc(F)cc2)c([N+](=O)[O-])n1 (configuration not stated)	7%	-8%	-5%	4%	·	22%	-1%	-2%	2%	·	12
O=C(CNC(=O)c1cccc(F)c1)N/N=C/c1ccc(O)c([N+](=O)[O-])c1	2%	-5%	-1%	-3%	35%	7%	?	1%	-15%	15%	-6
C=CCC1(CC=C)CCCN1C(=O)c1cc(COc2cccc(OC)c2)on1	-18%	-1%	3%	-1%	?	-4%	2%	-8%	0%	?	?
NC(=O)c1ccsc1NC(=O)c1cc(=O)c2ccccc2o1	?	-9%	?	1.8µM*	-2%	?	2.7µM*	?	?	-9%	-4
COc1ccc(/C=N/NC(=O)c2ccc(N3CCCC3=O)cc2)cc1	-22%	0%	-1%	0%	-3%	6%	?	2%	7%	-1%	1
Cc1ccc(Nc2nc(/N=C/N(C)C)n[nH]2)cc1C	65%	-5%	?	?	5%	?	24µM*	6%	22%	-10%	6
O=C(c1ncc[nH]1)c1ccco1	10%	-1%	6%	0%	0%[10 µM]	18%	-3%	3%	2%	8%	-2
CCCN1C(=O)c2cc(C(=O)NCc3cccs3)ccc2C1O (configuration not stated)	·	1%	-2%	2%	?	11%	1%	2%	3%	-1%	-1
CCOc1ccc2nc(SCC(=O)NCc3ccco3)sc2c1	4%	1%	1%	-5%	37%	-10%	?	1%	3%	1%	9
CNC(=S)NNC(=O)c1cccc(C(F)(F)F)c1	-11%	-17%	5%	-6%	11µM*	-2%	8%	-3%	3%	-6%[0.365 µM]	-2
Cc1ccc(OCC(=O)N2CCC(N3CC(C)CC(C)C3)CC2)cc1 (configuration not stated)	-12%	1%	-5%	-7%	-3%	-5%	6%	6%	-4%	-4%	2

3 of the entries above in order of their number in TRPV1 ag, falling:
| Compound | Tb PFK block | NPC1 promoter act | Rab9 prom act | RORg inh | p53 reactivation | TRPV1 ag |
| --- | --- | --- | --- | --- | --- | --- |
| Cc1ccc(OC(C)C(=O)Nc2ccc(F)cc2)c([N+](=O)[O-])n1 (configuration not stated) | -8% | -5% | 4% | · | 2% | 12 |
| O=C(CN1C(=O)CCC1=O)Nc1cccc2c1C(=O)NC2=O | -4% | 0% | 5% | -11% | 7% | 2 |
| CNC(=S)NNC(=O)c1cccc(C(F)(F)F)c1 | -17% | 5% | -6% | 11µM* | 3% | -2 |
